Screening results (PubChem BioAssay)
S100A4 inh HTS = inhibitors of S100A4-myosin IIA peptide binding, primary screen, biochemical, fluorescence polarization, TAMRA-MyoIIA peptide; Protein S100-A4 (Homo sapiens), P26447; inhibition, % at 10.7 µM; actives 0.14% (n = 360,000); AID 652163, 2013;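 active means mean inhibition of at least 70% across replicates, with every replicate also reaching that level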
Target sequence (P26447 whole entry, looked up): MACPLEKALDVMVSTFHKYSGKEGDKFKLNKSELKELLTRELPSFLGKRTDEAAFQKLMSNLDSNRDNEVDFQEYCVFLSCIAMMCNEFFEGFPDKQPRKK
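Assay system: human S100A4 monomer with TAMRA-labelled myosin IIA peptide / Buffer or medium: Calcium-containing HEPES buffer, pH 7.2 / Reagent: TAMRA-labelled myosin IIA heavy-chain peptide probe, 5 nM / Compound: one dose per compound / Timing: polarization read 5 min after assay mix addition, stable 5–60 min / Benchmarks: neutral control DMSO, positive control TFP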
LGR2 antag = inhibitors of bursicon-induced LGR2 CRE-luciferase signal, primary screen, cell-based, HEK293, CRE-luciferase reporter, bursicon stimulation; bursicon-stimulated, 4 h; actives 0.35% (n = 380,000); Drosophila bursicon receptor LGR2 (rickets); AID 720647, 2013; inhibition, % at 9.99 µM;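 active means drop in luminescence signal, shown as inhibition above about 50% in the replicate tests, limit read from the data, passing the limit was not always enough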;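 further: agonist challenge used bursicon conditioned medium at about half maximal strength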
ERAP1 HTS inh = human ERAP1 aminopeptidase inhibitors, primary screen, biochemical, single point, plate reader | Endoplasmic reticulum aminopeptidase 1 (Homo sapiens), Q9NZ08 | recombinant ERAP1, Leu-AMC fluorescence, 60 min | inhibition, % at 10.7 µM | actives 0.15% (n = 340,000) | AID 652197, 2013;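 active means mean replicate inhibition of at least 30%, or all replicates individually reaching that 30% level; inactive means mean below 30% and not every replicate reaching it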;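 further: 0% = neutral control wells and 100% = L-leucinethiol positive control wells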
Target sequence (Q9NZ08 whole entry, looked up): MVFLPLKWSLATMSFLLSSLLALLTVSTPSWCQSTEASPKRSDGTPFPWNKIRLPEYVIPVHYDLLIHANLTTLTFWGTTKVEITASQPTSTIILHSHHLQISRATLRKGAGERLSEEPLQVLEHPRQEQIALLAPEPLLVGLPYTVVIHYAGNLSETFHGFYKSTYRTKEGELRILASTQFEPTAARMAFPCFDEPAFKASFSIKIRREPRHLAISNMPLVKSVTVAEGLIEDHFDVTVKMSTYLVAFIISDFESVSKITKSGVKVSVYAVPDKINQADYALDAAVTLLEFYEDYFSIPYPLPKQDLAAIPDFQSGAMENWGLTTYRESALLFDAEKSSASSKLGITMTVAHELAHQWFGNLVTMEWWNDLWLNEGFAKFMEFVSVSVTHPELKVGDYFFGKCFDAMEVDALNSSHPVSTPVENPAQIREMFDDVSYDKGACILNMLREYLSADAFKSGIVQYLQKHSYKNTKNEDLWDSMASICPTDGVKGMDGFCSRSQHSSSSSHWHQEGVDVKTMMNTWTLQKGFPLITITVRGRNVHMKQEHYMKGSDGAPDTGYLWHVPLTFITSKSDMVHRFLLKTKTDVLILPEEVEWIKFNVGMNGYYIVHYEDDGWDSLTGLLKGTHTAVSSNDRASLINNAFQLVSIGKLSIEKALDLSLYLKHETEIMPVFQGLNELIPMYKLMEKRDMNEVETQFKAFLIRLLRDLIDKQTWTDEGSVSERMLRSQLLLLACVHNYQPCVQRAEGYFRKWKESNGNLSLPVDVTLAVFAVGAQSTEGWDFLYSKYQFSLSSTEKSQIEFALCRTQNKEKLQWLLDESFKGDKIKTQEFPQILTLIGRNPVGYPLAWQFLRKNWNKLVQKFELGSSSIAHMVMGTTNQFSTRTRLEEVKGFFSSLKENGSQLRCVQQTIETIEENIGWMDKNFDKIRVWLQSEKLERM
FN deposit inh = inhibitors of fibronectin matrix deposition, primary screen, AH1F cells, Alexa488-fibronectin fluorescence, plate reader; inhibition, % at 12.6 µM; actives 0.086% (n = 350,000); AH1F fibroblasts, overnight; AID 743247, 2014;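 active means mean inhibition across replicates of 30% or more, regardless of how many single replicates reach that level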;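 further: positive control wells lacked labelled fibronectin entirely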
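Assay system: AH1F fibroblasts assembling fluorescent fibronectin matrix; Amount: 10000 AH1F cells per well; Buffer or medium: DMEM, 2% serum; Probe or stimulus: Alexa488-fibronectin, 24 nM final in well; Doses: single compound dose, delivered by pin transfer; Incubation: 1 h adhesion, overnight exposure; Measured by: fluorescence 485/525 nm; Read-out: fibronectin deposition inhibition.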
EWS-Fli inh = EWS/Fli-driven NR0B1 reporter inhibitors, primary screen, A673 cells, NR0B1 luciferase, luminescence, MLPCN library; AID 651661, 2012; viability-normalised; inhibition, % at 12.6 µM; actives 0.67% (n = 350,000);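 active means mean inhibition of at least 50% after viability correction, with every replicate also passing that limit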;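 further: firefly luciferase signal divided by Alamar Blue viability fluorescence both relative to DMSO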
PAX8 inh HTS = inhibitors of PAX8-driven TPO luciferase reporter, primary screen, RMG-I cells, single concentration; SteadyGlo, 24 h; inhibition, % at 12.6 µM; AID 652154, 2013; actives 1.2% (n = 360,000);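 active means mean replicate inhibition at least 60% with every replicate also reaching 60%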;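 further: luciferase light reporting Pax8 driven TPO promoter activity; plate controls were median of neutral control wells for no effect and mitoxantrone controls for full effect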
PglD DTNB = C. jejuni PglD acetyltransferase inhibitors, primary screen, biochemical, DTNB colorimetric, single point. UDP-N-acetylbacillosamine N-acetyltransferase PglD (Campylobacter jejuni). purified PglD enzyme, DTNB colorimetric CoA detection. inhibition, % at 12.5 µM. actives 0.098% (n = 360,000); in the data active means inhibition above about 16%, passing the limit was not always enough; further: strong numbers were not always called active
PGC1a acetyl inh = inhibitors of PGC1a acetylation signal, primary screen, cell-based, U2OS, AlphaScreen, inhibitor mode | AlphaScreen anti-acetyl-lysine; with virally co-expressed GCN5 acetyltransferase | inhibition, % at 15.6 µM | actives 0.17% (n = 350,000) | AID 651687, 2012;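 active means every replicate shows inhibition of at least 40%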;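 further: 0% = neutral control wells and 100% = positive control wells; some results beyond the cut were filed as inactive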
Numbers without * were called inactive; · = not tested or not shown; & = joins results of further samples.

SMILES | S100A4 inh HTS | LGR2 antag | ERAP1 HTS inh | FN deposit inh | EWS-Fli inh | PAX8 inh HTS | PglD DTNB | PGC1a acetyl inh
O=C(c1cc(COc2ccc(F)cc2F)on1)N1CCCC(c2ccccc2)C1 (centres undefined) | 6 | · | -2 | · | -36 | -21 | · | 9
O=C(NCc1ccco1)C1CCCN1S(=O)(=O)c1ccccc1C(F)(F)F (centres undefined) | -3 | 4 | · | -2 | -23 | -12 | 1 | 8
CCC(CO)NCC(O)COCc1ccc2c(c1)OCO2 (centres undefined) | -5 | -9 | 0 | -8 | -4 | 8 | · | 5
O=C(/C=C/c1ccccc1)NCCOc1ccccc1 | -1 | -46 | 6 | 1 | -21 | -116 | -1 | 1
C[C@H](CO)N1C[C@H](C)[C@@H](CN(C)C(=O)Cc2ccccc2)OCc2cnnn2CCCC1=O | -10&-4&-1 | 9&0 | -1&2&2 | 0&-2 | 1&-3&-3 | -15&8 | 4&1&-4 | 7&2&2
CCOC(=O)C1(Cc2ccccc2)CCN(Cc2ccc(C3CCCCO3)s2)CC1 (centres undefined) | -8 | 5 | · | 16 | 10 | 46 | 5 | -6
Fc1ccc(-c2nnc3n2CCCCC3)cc1 | -2 | -7 | -6 | 2 | -6 | 8 | · | 9
O=C1CCC/C(=N/NC(=O)C2CCN(S(=O)(=O)c3cccs3)CC2)C1 | 1 | -4 | 0 | · | -1 | -4 | · | -3
O=C(COC(=O)c1cccc(S(=O)(=O)N2CCN(c3ccc(F)cc3)CC2)c1)NCC1CCCO1 (centres undefined) | 2 | 15 | -1 | 1 | 5 | 3 | 2 | -10
COc1cccc(-c2cnc3c(c2)C(=O)N([C@@H](C)CO)C[C@@H](C)[C@H](CN(C)CC2CCCC2)O3)c1 | · | -17 | · | · | 3 | -7 | · | -19
Cc1nn(-c2ccccc2)c(N)c1C1(O)C(=O)Nc2ccccc21 (centres undefined) | -13 | -7 | -3 | -4 | 28 | 22 | · | 14
O=C1c2ccccc2NC(c2ccc(-c3cccs3)o2)N1O (centres undefined) | -2 | -83 | 0 | -6 | -79 | -165 | 3 | ·
COc1cccc(/C=N/NC(=O)C(C)Sc2ccccc2)c1 (centres undefined) | -3 | -9 | 6 | · | 1 | 22 | · | ·
CNC(=O)CSc1nc(-c2ccccc2)c(-c2ccccc2)o1 | -3 | 32 | 0 | 3 | -22 | 7 | -8 | -2
N/C(Cc1ccc(Cl)cc1)=N\OC(=O)Cc1ccc([N+](=O)[O-])cc1 | 12 | 3 | 5 | -6 | · | 0 | 11 | -2
COc1ccc2c(-c3cnc(N4CCOCC4)nc3)c(-c3ccc(S(C)(=O)=O)cc3)sc2c1 | -23 | 7 | · | 10 | 2 | 25 | 8 | -7
Cc1cc(C)n(-c2ccc(C(=O)NCc3ccc(F)cc3)cc2)n1 | 1 | -9 | -3 | -3 | -1 | 0 | -3 | -4
Cc1nn(-c2ccccc2)c(C)c1NC(=O)COC(=O)c1ccccc1 | -5 | -6 | 0 | -6 | -2 | -1 | 2 | 4
COc1ccc2c3c(n(C)c2c1)[C@H](CO)N(S(C)(=O)=O)CC31CN(C(=O)Nc2cccc(F)c2)C1 | 3 | -15 | 5 | · | · | -6 | · | -11
COc1cccc(/C=N/NC(=O)c2cc3c(OC)c(OC)ccc3[nH]2)c1OC | 5 | 6 | 3 | -10 | 42 | 2 | · | ·
O=C1CN(C(=O)CSc2nnc(-c3ccccc3)n2Cc2ccc3c(c2)OCO3)c2ccccc2N1 | · | · | · | -15 | · | 13 | -7 | -20
COCC(=O)N(C)C[C@H]1Oc2ncc(C3=CCCC3)cc2C(=O)N([C@@H](C)CO)C[C@@H]1C | 12 | 6 | · | · | 5 | -18 | 2 | 1
Cc1ccc(S(=O)(=O)N2CCOCC2)cc1C(=O)OCC(=O)c1ccc(Br)cc1 | 3 | 2 | -2 | 2 | 4 | -2 | 1 | -3
COc1ccc(C(=O)COC(=O)CNC(=O)c2ccc(Cl)cc2Cl)c(OC)c1 | 0 | -7 | -3 | -5 | -1 | · | -1 | ·
CO[C@H]1CN(C)C(=O)c2ccc(NC(=O)CC(F)(F)F)cc2OC[C@H](C)N(C(=O)c2ccccc2F)C[C@H]1C | -33 | 12 | -1 | · | · | -17 | · | 8

For reference, three of the compounds above:
SMILES | S100A4 inh HTS | LGR2 antag | ERAP1 HTS inh | FN deposit inh | EWS-Fli inh | PAX8 inh HTS | PglD DTNB | PGC1a acetyl inh
CCC(CO)NCC(O)COCc1ccc2c(c1)OCO2 (centres undefined) | -5 | -9 | 0 | -8 | -4 | 8 | · | 5
O=C(/C=C/c1ccccc1)NCCOc1ccccc1 | -1 | -46 | 6 | 1 | -21 | -116 | -1 | 1
C[C@H](CO)N1C[C@H](C)[C@@H](CN(C)C(=O)Cc2ccccc2)OCc2cnnn2CCCC1=O | -10&-4&-1 | 9&0 | -1&2&2 | 0&-2 | 1&-3&-3 | -15&8 | 4&1&-4 | 7&2&2

Going on with the list.
SMILES | S100A4 inh HTS | LGR2 antag | ERAP1 HTS inh | FN deposit inh | EWS-Fli inh | PAX8 inh HTS | PglD DTNB | PGC1a acetyl inh
C[C@@H]1CN([C@@H](C)CO)C(=O)c2cc(NS(=O)(=O)c3ccc(Cl)cc3)ccc2O[C@@H]1CN(C)Cc1ccc(C(=O)O)cc1 | -4 | 1 | 0 | 6 | -3 | · | 2 | 8
O=C(O)CCSc1nc2ccccc2s1 | -7 | -10 | · | -14 | · | · | -1 | -12
COc1cccc(CN(C)C[C@@H]2OCc3ccccc3-c3c(n(C)c4ccccc34)C(=O)N([C@H](C)CO)C[C@@H]2C)c1 | -10 | 6 | -2 | -5 | 2 | 4 | · | ·
CCC(=O)N1CCCCN2[C@@H](CO)[C@H](c3ccc(-c4ccc(F)cc4)cc3)[C@@H]2C1 | 0 | 7 | 1 | · | 18 | 3 | -1 | 0
CS(=O)(=O)c1nc(S(=O)(=O)c2ccc(Cl)cc2)c(NCCN2CCOCC2)s1 | -3 | -2 | 0 | 10 | · | 12 | -3 | 2
O=S(=O)(NN=Cc1ccc(O)cc1O)c1cc(Cl)c(Cl)cc1Cl | 6 | -72 | -3 | -12 | 2 | -18 | -6 | -4
COc1ccc(NC(=O)CN(C)C(=O)c2cccc(S(=O)(=O)Nc3ccccc3Cl)c2)cc1 | 1 | 2 | 2 | 5 | -4 | 7 | -2 | -35
O=C(CSc1ncccn1)N/N=C/c1ccccc1[N+](=O)[O-] | 2 | 1 | 1 | 6 | -11 | 4 | · | 3
CCN(C(=O)C1CCN(c2nc(-c3ccc(OC)cc3)no2)CC1)c1ccccc1 | -3 | -23 | 4 | -14 | -49 | -92 | 3 | ·
COCCSc1nnc(NC(=O)C2CC(=O)N(CCc3ccc(F)cc3)C2)s1 (centres undefined) | 5 | -1 | -2 | 11 | 4 | -6 | 1 | ·
CSc1ncccc1C(=O)OCC(=O)c1cc(C)n(CC2CCCO2)c1C (centres undefined) | 0 | 5 | -2 | -3 | -82 | -171 | 1 | -6
CCc1nnc(NC(=O)Cc2ccc(OC)c(OC)c2)s1 | -3 | -5 | -4 | 1 | 7 | 0 | · | -7
CCOc1ccc(NC(=O)CN(C)C(=O)C2CCN(C(=O)c3ccc(Cl)cc3)CC2)cc1OCC | -6 | -5 | 0 | -3 | 3 | 0 | -3 | 1
CCOC(=O)C1=C(C)NC(C)=C(C(=O)OCC)C1/C=C/c1ccccc1OC | · | -2 | · | 3 | · | 3 | · | -3
Cc1nc2cccc(C(=O)Oc3ccc([N+](=O)[O-])cc3)c2o1 | 2 | -16 | -4 | -9 | 2 | 9 | · | -4
CCN1CCN(Cc2coc3ccc(C)cc3c2=O)CC1 | · | -4 | · | 0 | · | · | -5 | 48
Cc1ccc(N(C(=O)CNC(=O)c2cccs2)C(C(=O)NC2CCCC2)c2ccncc2)cc1 (centres undefined) | 1 | -4 | -5 | 2 | 8 | 11 | -1 | ·
CCN(CC)c1ccc(N=Nc2ncn[nH]2)cc1 | -8 | -7 | 8 | 9 | -110 | -74 | · | -14
COc1cc(C=C2C(=O)c3ccccc3C2=O)ccc1O | -4 | -7 | -5 | 5 | 13 | 5 | 0 | -1
COc1ccc(CN2CCN(C(=O)c3ccc(S(=O)(=O)NCc4ccco4)cc3)CC2)cc1 | -1 | -14 | -3 | -1 | 33 | 17 | -2 | 12
CN(C)C(C(=O)Nc1cc(Cl)cc(Cl)c1)c1ccccc1 (centres undefined) | 1 | -8 | 1 | 2 | 5 | 16 | -6 | ·
CCOc1ccc(C(=O)N(CC)CC(=O)Nc2ccc3c(c2)OCCO3)cc1OCC | -1 | -2 | -2 | 4 | -7 | 5 | 7 | -8
COc1cc(F)ccc1Oc1cccc2c1S(=O)(=O)N(C1CC1)C[C@@H](COCc1ccccc1)O2 | -1 | 19 | · | 0 | -1 | 33 | · | ·
COc1cc(C(=O)N/N=C(\C)c2ccccn2)cc(OC)c1OC | -1 | 2 | -5 | -1 | · | -2 | 2 | ·
CC(C)(C)OC(=O)C[C@@H]1C/C=C\C[C@H](CC(=O)N(CCO)Cc2ccccc2)C(=O)N[C@H](C(C)(C)C)COC1=O | -15 | 2 | -4 | 2 | -1 | 1 | 3 | ·
(next part)
SMILES | S100A4 inh HTS | LGR2 antag | ERAP1 HTS inh | FN deposit inh | EWS-Fli inh | PAX8 inh HTS | PglD DTNB | PGC1a acetyl inh
CCCN(CCC)C(=O)CP(=O)(c1ccccc1)c1ccccc1 | · | 9 | · | 1 | · | · | 0 | -2
CN1C/C(=C/c2ccccc2[N+](=O)[O-])C(=O)/C(=C\c2ccccc2[N+](=O)[O-])C1 | -4 | -45 | 1 | 2 | 72* | · | · | -28
Cc1c(O[C@@H]2O[C@H](CO)[C@@H](O)[C@H](O)[C@H]2O)c(CO)c(O[C@@H]2O[C@H](CO)[C@@H](O)[C@H](O)[C@H]2O)c2c1O[C@@H](c1ccccc1)C[C@@H]2O | 1 | -2 | -2 | 11 | -17 | -9 | 2 | ·
COc1ccccc1N1C(=O)CSC1=NC(=O)c1ccccc1 | -23 | -3 | -1 | 1 | -10 | -29 | · | ·
COc1cccc(COCC(O)CN2CCC(C(N)=O)CC2)c1 (centres undefined) | -2 | -5 | 2 | 1 | -3 | -4 | 4 | ·
CC(C)(C)OC(=O)N[C@@H](COCc1ccccc1)C(=O)N[C@@H](CO)[C@H](O)[C@@H]1C[C@@H]1C(=O)N1CCCC1 | 3 | -12 | 11 | 7 | -1 | -7 | 0 | -5
C[C@H]1CN([C@@H](C)CO)C(=O)Cc2cc(NS(C)(=O)=O)ccc2O[C@@H]1CN(C)C(=O)NC1CCCCC1 | 5 | -9 | 2 | · | -5 | -3 | 2 | 5
Oc1ccc[n+](CC(O)c2ccccc2)c1 (centres undefined) | -2 | -7 | -1 | -2 | -7 | -9 | 0 | 7
Cc1ccc(S(=O)(=O)N(C)C[C@H]2OCCCC[C@H](C)Oc3ccc(NC(=O)Nc4ccc5c(c4)OCO5)cc3C(=O)N([C@H](C)CO)C[C@H]2C)cc1 | 2 | 1 | -2 | -6 | -75 | -9 | 5 | 5
Cn1c(=O)c2c(nc(SCC(=O)N3CCc4ccccc4C3)n2C)n(C)c1=O | 1 | -16 | 11 | · | 9 | · | · | ·
